From PubChem BioAssay
CHOP inh: inhibitors of CHOP induction in ER stress response; inhibition, % at 10 µM; CHO-K1 CHOP-promoter luciferase, tunicamycin-induced, 15-18 h; AID 2732; 220,000 tested, 3.8% active;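 active means compounds that reduced the stress-induced luciferase reporter signal by more than about 70% of percent inhibition, limit read from the data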;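 further: 0% = tunicamycin plus vehicle and 100% = wells without tunicamycin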
zfTRPN1 agonist: agonists of zebrafish TRPN1 channel. HEK293 zebrafish TRPN1-YFP, Fluo-8 calcium fluorescence; 100% = response to 87 µM carbachol. activation, % at 3 µM. 220,000 tested, 0.18% active. AID 1424;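 active means activation above its plate's cutoff, the mean activation of test wells on that plate plus 3 SD, cut at about 19% in these data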;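 further: 0% = DMSO alone and 100% = 87 µM carbachol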
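Material: zebrafish TRPN1-YFP in HEK293 cells. Doses: one dose of 3 µM, 0.3% DMSO. Incubation: dye 1 h 37 °C plus 30 min RT. Measured by: intracellular calcium fluorescence with Fluo-8.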
TRPML3 agonist: agonists of human TRPML3 channel. 220,000 tested, 0.29% active. activation, % at 3 µM. HEK293 TRPML3-YFP, Fluo-8 calcium fluorescence; 100% = the carbachol control signal;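 active means activation above its plate's cutoff, the mean activation of the plate's test wells plus 3 SD, cut at about 12% in these data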;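 further: 0% = DMSO only wells and 100% = carbachol wells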
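Material: HEK293 cells stably carrying human TRPML3-YFP; compound dosing: single dose, 3 µM final nominal compound, 0.3% DMSO final; incubation: 1-h 37 °C dye load, 5-s basal, 120-s post-compound reads; technique: Fluo-8 intracellular calcium fluorescence, excitation 470-495 nm, emission 515-575 nm; read-out basis: percent activation from peak-to-basal fluorescence ratio, scaled between DMSO and carbachol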
NPY1 pot ag: potentiators or agonists of human neuropeptide Y receptor Y1 | P25929 | NPY-Y1 expressing cells, potentiator/agonist activation | activation, % at 3.6 µM | 220,000 tested, 0.37% active; in the data active means activation above about 33%, passing the limit was not always enough;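 further: cells stimulated with NPY at EC10 then isoproterenol at EC100; 0% = low agonist plus stimulus and 100% = saturating agonist plus stimulus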
Target sequence (P25929 whole entry, looked up): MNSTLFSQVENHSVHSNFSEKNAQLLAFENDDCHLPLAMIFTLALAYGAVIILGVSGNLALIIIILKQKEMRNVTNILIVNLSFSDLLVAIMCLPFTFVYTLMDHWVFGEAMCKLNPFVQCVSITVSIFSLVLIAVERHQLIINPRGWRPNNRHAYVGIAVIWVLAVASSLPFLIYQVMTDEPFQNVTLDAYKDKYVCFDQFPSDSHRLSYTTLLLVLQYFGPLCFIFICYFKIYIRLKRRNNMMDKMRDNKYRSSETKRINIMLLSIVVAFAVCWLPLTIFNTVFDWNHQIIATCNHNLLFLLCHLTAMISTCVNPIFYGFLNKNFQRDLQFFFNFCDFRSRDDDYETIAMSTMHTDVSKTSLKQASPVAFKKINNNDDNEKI
NPY-Y1 antag: antagonists of human neuropeptide Y receptor Y1; P25929; HEK293-CNG Y1 cells, membrane potential fluorescence; NPY at EC95, then isoproterenol; inhibition, % at 3.6 µM; 200,000 tested, 1% active;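 active means inhibition above the campaign mean inhibition of all tested compounds plus 3 SD, cut at about 20% in these data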;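 further: 0% = DMSO wells given NPY plus isoproterenol and 100% = isoproterenol alone without NPY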
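Material: HEK293 Y1/CNG channel cell line; also added: NPY (25 nM), isoproterenol (1 µM), Ro 20-1724 (25 µM); doses: one concentration, 3.6 µM, in 0.4% DMSO; schedule: compound incubation 1 h at room temperature, readout 45 min post-stimulation; technique: membrane potential fluorescence; measure: fluorescence ratio normalized to % inhibition between controls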
NPY-Y2 PAM-ag: human NPY-Y2 potentiation or agonism, primary screen. P49146. cells expressing NPY-Y2, potentiator/agonist read-out. activation, % at 3.6 µM. 220,000 tested, 0.45% active; in the data active means activation above about 27%;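 further: cells stimulated with NPY near EC25 plus isoproterenol at EC100; 0% = vehicle plus submaximal agonist and 100% = vehicle plus saturating agonist; some results beyond the cut were filed as inactive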
S1P4 antag: antagonists of human S1P4 receptor; O95977; S1P4-expressing cells, antagonist mode, reporter read-out; AID 1510; inhibition, % at 4.98 µM; 220,000 tested, 0.26% active; in the data active means inhibition above about 29%;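 further: 0% = wells stimulated with agonist and 100% = vehicle wells without agonist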
EP2 mod: modulators of human EP2 prostaglandin E2 receptor; P43116; EP2-expressing cells, cAMP HTRF FRET, PGE2 co-stimulation; induction, % at 25 µM; 260,000 tested, 0.83% active; AID 940;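 active means compounds whose cAMP rise, as percent of the full-agonist control response, exceeds 60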;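 further: rat C6 glioma line stably carrying human EP2 under a CMV promoter; the protocol text gives 20 µM as final concentration; 100% = response of wells given 1 µM PGE2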
Target sequence (P43116 whole entry, looked up): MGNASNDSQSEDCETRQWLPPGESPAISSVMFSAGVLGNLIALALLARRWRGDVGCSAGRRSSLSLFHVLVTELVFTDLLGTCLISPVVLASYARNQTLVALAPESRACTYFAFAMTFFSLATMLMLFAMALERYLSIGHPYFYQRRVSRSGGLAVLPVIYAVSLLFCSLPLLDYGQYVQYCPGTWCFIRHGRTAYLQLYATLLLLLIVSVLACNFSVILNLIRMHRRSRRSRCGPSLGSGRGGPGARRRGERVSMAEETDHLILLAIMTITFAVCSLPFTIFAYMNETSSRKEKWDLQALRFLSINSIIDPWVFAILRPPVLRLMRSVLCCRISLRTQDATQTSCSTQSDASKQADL
S1P4 agonist: human S1P4 receptor agonism; O95977; S1P4-expressing cell line, agonist reporter assay; activation, % at 4.98 µM; 220,000 tested, 0.35% active; AID 1509; in the data active means activation above about 11%;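 further: 0% = DMSO vehicle and 100% = reference agonist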
* hit, by the source's call; / = not tested or not shown; & = joins results of further samples.

Values run as follows: CHOP inh	zfTRPN1 agonist	TRPML3 agonist	NPY1 pot ag	NPY-Y1 antag	NPY-Y2 PAM-ag	S1P4 antag	EP2 mod	S1P4 agonist
O=C(c1ccc(COc2ccc(F)cc2)o1)n1cccn1
    -3	1.6	0.7	-3	7	14	-5	17	0.5
COc1ccc(NC(=O)c2ccccc2NC(=O)CSc2ccccc2)cc1
    21	0.6	0.3	-8	0	4	-20	14	2.1
CCOC(=O)c1cn2nc(Oc3ccc(C#N)cc3)ccc2n1
    -22	0.8	1.0	-2	/	-1	6	-104	-0.6
CCN(CC)C(=O)CSc1nnc(-c2ccccc2)n1N
    18	0.8	-0.1	-5	-5	-8	-5	4	-0.6
CC(=O)Nc1cccc(/C(C)=N/NC(=O)c2cc(-c3ccncc3)nc3ccccc23)c1
    -2	1.1	0.1	7	/	1	18	-14	1.1
Cc1cccc(CCNC(=O)C2CCN(S(=O)(=O)c3cccc4nsnc34)CC2)c1
    28	0.3	0.8	25	5	1	0	-41	-1.9
CC(=O)Oc1ccccc1N(C(C)=O)S(=O)(=O)c1cccc([N+](=O)[O-])c1
    13	-1.5	0.2	4	-2	5	-6	-7	-0.7
OCC1(CCOc2ccccc2)CCN(Cc2cccn2-c2ncccn2)CC1
    -2	-2.4	0.5	-10	11	-25	0	-5	1.1
O=c1c2ccccc2nc2c3ccccc3c(NCCN3CCOCC3)nn12
    11	0.6	0.6	-40	14	-18	-59	-1	-2.7
COc1ccc(C(=O)NNC(=O)c2cc3cccc(OC)c3oc2=O)cc1
    -5	1.7	0.9	-9	-4	4	4	5	-1.1
O=C(NCC1CCCO1)c1ccccc1S(=O)(=O)c1ccc([N+](=O)[O-])cc1 (stereo not given)
    10	-1.5	0.8	-3	2	7	-5	18	-0.8
S=c1[nH]nc(-c2cc(-c3ccccc3)n[nH]2)n1/N=C/c1ccc(Br)s1
    -138	-0.6	0.9	-19	/	-23	15	44	0.2
COC(=O)c1cc(-c2c(C)nn(-c3ccccc3)c2C)n[nH]1
    14	-0.3	-0.3	-13	-8	-15	-28	-11	-0.8
O=C(Nc1nnc(-c2ccc(Cl)cc2)o1)Nc1ccccc1Cl
    45	0.1	0.6	10	8	0	-13	-12	0.2
O=C(NC1CCCCC1)c1cc(-c2ccccn2)nc2ccccc12
    5	0.4	0.3	-23	12	-49	-4	-17	0.3
Cc1onc(-c2c(Cl)cccc2Cl)c1C(=O)N=C(N)N1CCCC1
    14	-0.9	-1.1	-1	/	16	18	-9	0.5
COc1ccc(NC(=O)N2CCC(O)(c3cccnc3)CC2)c(OC)c1
    20	-0.7	0.9	7	0	3	-7	18&14	-0.8
COCCN(C(=O)CCC(=O)Nc1cccnc1)C(C(=O)NC1CCCCC1)c1ccccc1 (stereo not given)
    5	-0.5	-0.3	-9	1	-13	5	-6	1.8
O=C(Cc1ccc(Cl)c(Cl)c1)Nc1cccc2ncccc12
    28	3.1	0.4	7	3	-9	3	-50	1.1
CS(=O)(=O)N1CCN(c2ccc(NC(=O)c3ccc(Br)o3)cc2)CC1
    -26	0.5	0.3	-6	1	15	1	14	1.2
CCn1cc(S(=O)(=O)CC(=O)Nc2cc(C)on2)c2ccccc21
    22	1.2	0.6	13	3	10	9	10	1.8
O=C(CCCCCN1C(=O)c2cccc3cccc(c23)C1=O)NCc1ccco1
    7	-1.6	0.1	4	/	-2	-2	-4	2.2
O=C(CS(=O)(=O)c1c[nH]c2ccccc12)N1CCc2ccccc21
    -1	-1.3	0.7	-5	-2	-20	16	-13	-1.6
CCCCc1ccc(NC(=O)COc2ccc(C(=O)Nc3ccccc3C)cc2)cc1
    65	1.8	1.5	11	-6	1	-3	2	-0.2
O=C(Nc1nccs1)c1ccc(N2C(=O)[C@@H]3[C@H](C2=O)[C@H]2C=C[C@@H]3C2)cc1
    16	4.0	2.2	8	/	6	0	38	1.9
COc1ccccc1Nc1c([N+](=O)[O-])cc(C)cc1[N+](=O)[O-]
    21	-3.1	-0.3	23	-4	18	1	50	-0.4
CC(Sc1nc2ccccc2s1)C(=O)N1CCOCC1 (stereo not given)
    -13	1.6	0.6	9	4	13	12	-8	0.4
CCOc1ccc(-c2nc(N)ncc2-c2ccccc2OC)c(O)c1
    16	-2.3	0.4	-20	/	-11	-2	-38	0.7
COc1ccc(-c2nc3nc(C)cc(=O)n3[nH]2)cc1
    52	-0.4	0.4	5	3	3	-52	4	-0.2
Cc1cnc(NC(=O)c2cccc(S(=O)(=O)N3CC(C)OC(C)C3)c2)s1 (stereo not given)
    4	2.0	0.9	-2	-6	7	-2	-3	1.1

One compound at a time, as listed above.
`CCN(CC)C(=O)CSc1nnc(-c2ccccc2)n1N` is entered as CHOP inh: 18; zfTRPN1 agonist: 0.8; TRPML3 agonist: -0.1; NPY1 pot ag: -5; NPY-Y1 antag: -5; NPY-Y2 PAM-ag: -8; S1P4 antag: -5; EP2 mod: 4; S1P4 agonist: -0.6
`COc1ccc(NC(=O)N2CCC(O)(c3cccnc3)CC2)c(OC)c1` is entered as CHOP inh: 20; zfTRPN1 agonist: -0.7; TRPML3 agonist: 0.9; NPY1 pot ag: 7; NPY-Y1 antag: 0; NPY-Y2 PAM-ag: 3; S1P4 antag: -7; EP2 mod: 18&14; S1P4 agonist: -0.8

Other results
Values run as follows: CHOP inh	zfTRPN1 agonist	TRPML3 agonist	NPY1 pot ag	NPY-Y1 antag	NPY-Y2 PAM-ag	S1P4 antag	EP2 mod	S1P4 agonist
Cc1ccc(S(=O)(=O)N2CCC(C(=O)N3CCC(C(=O)NCc4cccnc4)CC3)CC2)cc1
    26	0.2	-0.2	-15	-2	7	-25	13	0.7
O=C(NCCCN1CCOCC1)C1CC(=O)N(CCc2ccccc2)C1 (stereo not given)
    7	-1.7	1.1	-2	-1	7	1	-5	-0.6
Cc1cc2nc(N3C(=O)CNC3=S)sc2cc1C
    14	-0.2	-0.2	-3	2	-3	15	-8	0.8
COC(=O)C1=C(N)Oc2cc(C)[nH]c(=O)c2C1c1cc(OC)c(OC)c(OC)c1 (stereo not given)
    11	-0.7	-0.3	8	0	3	-4	0	1.1
Cc1ccc(-n2nc3c(=S)[nH]nc(C)c3c2C)cc1
    44	-3.1	-1.4	26	0	-9	-8	81*	0.6
COC(=O)c1cc(C#N)c(OC)nc1C
    1	0.6	0.5	-1	1	-10	-14	16	0.2
OC(CN1CCN(c2ccccn2)CC1)Cn1c2ccc(Cl)cc2c2cc(Cl)ccc21 (stereo not given)
    54	1.6	1.5	-14	-2	10	3	6	-2.2
C/C(CC1(O)C(=O)N(Cc2ccccc2)c2ccccc21)=N\O (stereo not given)
    -7	1.3	0.3	17	-8	11	14	-14	-0.6
Cc1c(Br)cc(-c2nnco2)cc1Br
    31	-0.1	-0.1	-7	5	-16	11	26	0.4
CCCN1CCN(CCCNC(=O)C2CCN(c3nnc(-n4cccc4)s3)CC2)CC1
    6	-0.3	0.4	8	-7	2	-7	1	1.1
O=C(O)c1cc2nc(-c3ccc(F)cc3)cc(C(F)(F)F)n2n1
    2	0.3	-0.2	15	1	14	-23	5	-0.1
FC(F)(F)c1cccc(N/N=C/c2ccccc2)c1
    69	1.1	0.0	13	5	5	-4	29	0.7
Cc1ccc(N2CCN(/N=C/c3c(C)nn(-c4ccccc4)c3Cl)CC2)cc1
    -5	0.1	-0.1	-2	6	3	-10	-2	2.6
CNc1cnn(-c2ccccc2)c(=O)c1Cl
    13	1.0	0.0	-16	2	11	-12	13	0.5
COc1ccc(Cn2nnnc2C(c2cc3ccc(OC)cc3[nH]c2=O)N2CCCCCC2)cc1 (stereo not given)
    14	-1.3	-0.2	-7	-4	-5	-28	-8&-25	2.5
NC(=O)CN(N=Nc1cccc([N+](=O)[O-])c1)c1cccc([N+](=O)[O-])c1
    10	2.0	1.2	23	-2	15	-14	-50	-0.8
Cc1cccn2cc(-c3ccc(NC(=O)Cc4ccccc4)cc3)nc12
    -2	0.2	0.5	10	0	-14	1	-1	-0.9
CCC(=O)n1nc(-c2ccco2)nc1SCc1ccccc1
    -39	-0.7	-0.6	-37	9	-11	-12	11	-1.3
COc1cc(NC(=O)C2CCCN(S(=O)(=O)c3cccc4nsnc34)C2)cc(OC)c1 (stereo not given)
    23	-0.2	-0.3	3	1	18	-3	-24	0.5
Cc1sc2ncnc(SCC(=O)N3c4ccccc4Sc4ccc(Cl)cc43)c2c1C
    36	0.2	0.4	-12	4	-7	-27	3	1.9
Cn1c(C2=C(O)CN(c3ccccc3)C2=N)nc2ccccc21
    0	-0.9	0.9	-19	-2	-5	-6	-3	-1.1
O=C(Nc1ccccc1F)c1ccc(Cn2cc(Cl)cn2)cc1
    -13	1.1	0.1	3	3	2	-8	-52	1.1
O=C(NCCCN1CCOCC1)c1ccc(CS(=O)(=O)Cc2ccccc2Cl)o1
    27	0.1	-0.3	-5	-8	13	-25	-3	1.1
CCN(CC)C(=O)CSc1nnc(CNc2ccc(F)cc2)o1
    21	-1.4	0.7	5	2	-3	-3	-2&12	0.6
CC(O)CCc1ccc(O)cc1 (stereo not given)
    -1	1.0	1.0	6	2	4	8	-3	-2.5
CCCCCC1CCC(c2n[nH]c(=S)n2C)CC1 (stereo not given)
    95*	-1.2	0.1	-9	15	2	-5	14	-0.4
CNc1nnc(-c2cccc(N(C)C)c2)s1
    -20	-1.1	0.3	5	-2	7	3	-84	-1.6
CCOc1cc(S(=O)(=O)NC2CC(C)(C)NC(C)(C)C2)ccc1F
    52	2.2	0.6	-8	2	-1	-2	10	0.8
Cc1ccc2c(c1)n([O-])c1c([n+]2=O)CCCC1
    -3	-0.9	-0.1	-3	1	2	-13	8	2.5
CCOC(=O)c1sc(=S)n(-c2ccc(C)cc2)c1SC
    31	-0.1	-0.8	-3	10	3	-9	-22	0.2
Cc1cccc(C)c1OCc1nnc(SCC(=O)Nc2cccc(C(=O)N3CCOCC3)c2)n1C
    -10	0.5	-0.3	12	-2	-3	3	23	0.5
O=C(NCc1ccc2c(c1)OCO2)c1ccc(-c2ccc(Cl)cc2)o1
    36	-1.4	-0.6	-39	13	-19	-15	-53	-0.4
Cn1nc(C(=O)N2CCCc3ccccc32)c2ccccc2c1=O
    -1	0.6	0.4	-5	-1	-8	15	3	-3.2
CC(C)(C)c1ccc(C2CC2C(=O)N/N=C\c2cc3ccccc3nc2Cl)cc1 (stereo not given)
    0	-0.5	-0.2	8	5	-7	-3	-1	-2.2
Cc1ccc(CN2CCN(Cc3ccc(-n4cccn4)cc3C)CC2CCO)cc1 (stereo not given)
    18	4.0	3.1	-23	5	-33	-4	8	-0.9
CN(C)c1ccc(C(O)P(=O)(OCc2ccccc2)c2ccc(N(C)C)cc2)cc1 (stereo not given)
    34	-0.8	0.2	18	/	-6	-21	9	0.2
COc1ccccc1N=Cc1nc(-c2ccccc2)oc1OC(C)=O
    45	0.1	1.4	3	-8	-8	-9	16	1.0
CCOC(=O)c1ccc(NC(=O)CCOc2ccc(OC)cc2)cc1
    11	-0.9	0.2	0	0	-11	2	3	-1.2
